697 NFkB inh = inhibitors of the PMA/ionomycin-induced NF-kB reporter in 697 B cells | 697 B-cell NF-kB luciferase reporter, 16 h | AID 435022 | inhibition, % at 4 µM | hit rate 0.33% among 330,000; in the data active = inhibition above about 35%
Jurkat NFkB inh = inhibitors of the PMA/ionomycin-induced NF-kB reporter in Jurkat cells. inhibition, % at 4 µM. PMA/ionomycin-induced NF-kB luciferase reporter, luminescence. hit rate 0.53% among 330,000; in the data active = inhibition above about 50%
CXCR6 inh = blocks human CXCR6 beta-arrestin recruitment; hit rate 0.36% among 360,000; inhibition, % at 20 µM; AID 602244; O00574; CHO-K1 PathHunter CXCR6 beta-arrestin, luminescence; in the data active = inhibition above about 34%, passing the limit was not always enough;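 note: antagonist mode with CXCL16 agonist at 10 nM final; 0% = 10 nM CXCL16 with DMSO and 100% = unstimulated wells without agonist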
EBI2 block = EBI2 (human) antagonism. P32249. EBI2 beta-arrestin recruitment, luminescence, 7a,25-OHC stimulated. inhibition, % at 5 µM. hit rate 0.81% among 360,000. AID 651636; in the data active = inhibition above about 38%;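 note: enzyme fragment complementation signal reports receptor beta-arrestin coupling in cells; 0% = agonist plus DMSO wells and 100% = wells without agonist; some results beyond the cut were filed as inactive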
XBP1 UPR activ = activators of adaptive arm of unfolded protein response (XBP1). hit rate 0.33% among 330,000. activation, % at 20 µM. CHO-XBP1 luciferase reporter, IRE1-XBP1 UPR activation, luminescence; percent of tunicamycin response, DMSO as zero;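 active = versus positive control, 20 µM dose yields 30% or more activation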;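 note: 100% = tunicamycin at 10 µg/mL and 0% = DMSO only wells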
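Material: CHO cell line with stable XBP1 luciferase reporter; schedule: 16-18 h cell attachment at 37 °C, then 6 h compound exposure; signal: glow luminescence from Steady-Glo reagent; medium: serum-containing F12 medium, 10% FBS; benchmarks: tunicamycin 10 µg/mL and vehicle-only wells; read-out: percent activation relative to tunicamycin reference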
UPR CHOP act = apoptotic UPR (CHOP) activation | CHO-CHOP luciferase reporter, luminescence; percent of tunicamycin response over DMSO baseline | activation, % at 10 µM | hit rate 0.34% among 330,000;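 active = at 10 µM dose, activation of 40% or more, normalized to positive control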;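 note: 100% = tunicamycin at 10 µg/mL and 0% = DMSO alone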
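Test system: CHO-CHOP cells, stable luciferase reporter of PERK-eIF2a-CHOP signalling | Quantity: 500 CHO-CHOP cells per well | Buffer or medium: F12 plus 10% serum | Compound dosing: 10 µM single point, 0.5% DMSO | Schedule: 6 h compound treatment, 37 °C | Signal: Luciferase luminescence | Control set: Tunicamycin high control, DMSO low control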
Gli-Sufu antag = antagonists of Gli-Sufu signaling; Sufu-KO-LIGHT fibroblasts, Gli luciferase reporter luminescence; inhibition, % at 5 µM; hit rate 0.74% among 340,000; AID 588413;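 active = inhibition above about 55%, limit read from the data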;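 note: 0% = DMSO-treated cells and 100% = wells with medium but no cells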
Mdm2-MdmX inh = human Mdm2/MdmX binding inhibition; O15151+Q00987; SaOS-2 split-luciferase Mdm2/MdmX complementation, luminescence; inhibition, % at 8 µM; hit rate 3% among 330,000;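 active = inhibition of at least 50% at 8 µM in the primary screen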
Target sequence (O15151 whole entry, looked up): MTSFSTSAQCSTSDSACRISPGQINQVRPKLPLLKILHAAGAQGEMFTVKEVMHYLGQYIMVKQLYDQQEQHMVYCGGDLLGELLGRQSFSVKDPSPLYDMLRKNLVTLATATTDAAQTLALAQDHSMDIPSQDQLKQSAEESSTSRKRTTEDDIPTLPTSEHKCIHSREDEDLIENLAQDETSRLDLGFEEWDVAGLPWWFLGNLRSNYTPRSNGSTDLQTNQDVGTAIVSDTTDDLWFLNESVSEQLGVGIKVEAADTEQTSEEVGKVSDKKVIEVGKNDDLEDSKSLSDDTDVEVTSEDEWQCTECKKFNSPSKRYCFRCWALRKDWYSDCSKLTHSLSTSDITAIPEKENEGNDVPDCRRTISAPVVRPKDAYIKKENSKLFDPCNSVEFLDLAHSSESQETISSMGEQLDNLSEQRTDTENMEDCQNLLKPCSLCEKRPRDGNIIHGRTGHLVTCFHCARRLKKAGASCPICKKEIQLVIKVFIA
Target sequence (Q00987 whole entry, looked up): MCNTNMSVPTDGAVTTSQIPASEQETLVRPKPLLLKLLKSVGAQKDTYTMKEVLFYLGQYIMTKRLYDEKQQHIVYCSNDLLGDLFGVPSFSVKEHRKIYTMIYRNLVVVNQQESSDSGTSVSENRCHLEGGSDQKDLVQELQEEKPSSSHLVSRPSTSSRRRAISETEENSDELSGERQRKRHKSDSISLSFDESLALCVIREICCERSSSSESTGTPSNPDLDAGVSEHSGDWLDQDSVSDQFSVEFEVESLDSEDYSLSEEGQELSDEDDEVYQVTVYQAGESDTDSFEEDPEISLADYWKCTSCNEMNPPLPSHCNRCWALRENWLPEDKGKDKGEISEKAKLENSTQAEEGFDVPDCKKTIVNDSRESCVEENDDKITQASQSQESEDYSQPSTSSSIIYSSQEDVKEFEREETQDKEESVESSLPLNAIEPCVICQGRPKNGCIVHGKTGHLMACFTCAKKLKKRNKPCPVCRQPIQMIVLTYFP
CCR6 antag = antagonists of human CCR6 receptor. inhibition, % at 20 µM. P51684. hit rate 0.49% among 340,000. CHO-K1 CCR6 PathHunter beta-arrestin, luminescence, CCL20-stimulated;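 active = compounds whose inhibition of the agonist-driven luminescence signal at 20 µM reaches about 50%, limit read from the data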;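 note: cells stimulated with CCL20 at 14 nM final; plate controls were DMSO with CCL20 for no effect and DMSO without agonist for full effect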
Active calls of the source: *; . = not tested or not shown.

SMILES	697 NFkB inh	Jurkat NFkB inh	CXCR6 inh	EBI2 block	XBP1 UPR activ	UPR CHOP act	Gli-Sufu antag	Mdm2-MdmX inh	CCR6 antag
CC(Oc1ccc2ccc(=O)oc2c1)C(=O)NCCCn1ccnc1 (stereo unspecified)	-4	3	9	-10	-2	-0.2	-16	-4	4
Cc1ccc(NC(=O)CSc2nc3ncc(Br)cc3[nH]2)cc1C	-15	-1	-6	1	-5	3.6	-14	29	5
O=C(COc1ccccc1-c1ccccc1)N/N=C/c1ccc2ccccc2c1	.	.	4	-8	.	.	47	.	-17
O=C(CSc1nnc2ccc(-c3ccccn3)nn12)NCCc1ccccc1	5	3	-1	-9	-2	-0.6	-16	0	-1
CCC(=O)N1CCc2cc(S(=O)(=O)CCC(=O)NCCc3ccccc3)ccc21	3	-6	-4	-15	-1	1.0	-5	4	2
O=C(NCCNC(=O)c1ccccc1F)c1ccco1	4	6	-4	-1	-3	-1.1	-19	24	10
O=C(CCC(=O)OCc1ccc(Cl)cc1)Nc1ccccc1	-3	-10	4	-7	-1	1.4	-6	-1	8
Cc1cc(C)nc(N2CCCC(C(=O)NC(C)C)C2)n1 (stereo unspecified)	5	-3	-6	-5	0	-1.6	0	-2	-12
COC(=O)c1cc(C)sc1NC(=O)CCc1ccccc1	-10	-4	0	-3	-5	-1.2	-8	-15	20
C/C(=N/NC(=O)CNC(=O)c1ccc2c(c1)OCO2)c1ccc2c(c1)CCCC2	-9	6	-10	-6	-1	-1.0	2	15	12
Cc1c(N2C(=O)c3cccc4cccc(c34)C2=O)cnn1C	-4	-17	-3	-9	-5	-2.4	6	6	-2
COc1ccc(N(CC(=O)N2CCN(c3ccc(F)cc3)CC2)S(=O)(=O)c2c(C)n[nH]c2C)cc1	7	10	4	-3	-1	6.1	7	9	-3
COc1ccc(C(=O)NCC(=O)N/N=C/C(C)=C/c2ccccc2)cc1OC	-5	-11	1	-5	-2	-0.8	20	-5	5
CCCCNC(=S)N1CCN(c2ccc(C(C)=O)cc2)CC1	-15	1	-12	-14	0	2.2	-8	-13	15
Cc1ccc2nc(SCc3cn4c(C)cc(C)nc4n3)[nH]c2c1	14	-5	.	.	-1	2.8	.	15	.
COc1cccc(OC)c1C(=O)NC(=S)Nc1cccc(NC(=O)c2ccco2)c1	12	-11	4	3	0	-0.8	-4	25	11
CCC(C)(C)n1nnnc1C(c1ccc(OC)c(OC)c1)N1CCN(C(=O)c2ccco2)CC1 (stereo unspecified)	11	11	0	2	3	0.3	-1	10	12
Cc1cccc(COCC(Cc2ccccc2)N2CCN(C(=O)c3cccc(C)c3)CCC2=O)c1 (stereo unspecified)	6	-8	1	6	-2	0.0	4	26	13
O=C(NCCN1CCOCC1)c1ccc(CS(=O)(=O)c2c(Cl)cccc2Cl)o1	13	0	-8	-3	-2	-0.5	-16	9	2
COc1ccc2oc(=O)c(C(=O)OCc3ccccc3)cc2c1	-17	5	8	-1	-1	2.3	0	16	7
Cc1nn(-c2ncc(C(F)(F)F)cc2Cl)c(=O)n1-c1ccccc1	18	-5	-7	-6	0	-1.7	-10	8	-7
COCCCNC(=O)CC1C[C@H](C(=O)N2CCOCC2)[C@@]2(C)c3[nH]c4ccccc4c3CCN2C1=O (stereo partly specified)	5	-8	2	1	-1	-0.7	1	20	10
Cc1ccc(S(=O)(=O)N2CCOCC2)cc1NC(=O)CSc1ncccn1	5	1	3	-4	-2	1.5	0	26	15
CC1(C)Oc2ccc3ccc(=O)oc3c2/C(=C/NNC(N)=O)C1=O	-2	-5	35	8	2	2.4	12	17	71*
FC(F)(F)c1cc(-c2ccccc2)nc(N2CCOCC2)n1	0	-14	-10	-7	-1	-0.5	2	3	-12
SMILES	697 NFkB inh	Jurkat NFkB inh	CXCR6 inh	EBI2 block	XBP1 UPR activ	UPR CHOP act	Gli-Sufu antag	Mdm2-MdmX inh	CCR6 antag
CC(C)(C)C1=NN(c2ccc([N+](=O)[O-])cc2)C(c2ccccc2)C1 (stereo unspecified)	9	-3	20	14	6	0.5	16	33	27
CC1(c2nnc(-c3cccc(Cl)c3)o2)CC(c2ccccc2Br)=NO1 (stereo unspecified)	14	4	3	-8	-1	-1.1	-6	1	5
S=c1[nH]nc(-c2ccc(Cl)cc2Cl)n1-c1ccccc1	-114	-92	4	-1	0	3.0	-1	-95	8
CCC(C)(C)C1CCc2[nH]nc(C(=O)NCc3ccc(OC)cc3)c2C1 (stereo unspecified)	-30	-10	0	7	-1	-0.9	1	33	-9
O=C1NCCCC1C(=O)N1CCN(C(c2ccccc2)c2ccccc2)CC1 (stereo unspecified)	3	-20	-2	-10	2	-1.8	-4	7	-3
O=C(O)Cc1n[nH]c(=O)c2ccccc12	8	13	-1	4	-1	4.0	4	-2	5
COc1c(C(=O)Nc2ccccc2N2CCOCC2)cc2ccccc2c1Br	8	3	3	14	-2	0.3	5	50*	19
CN(C)c1cccc(NC(=O)c2cccc3ccccc23)c1	15	-1	0	5	-1	0.5	-6	10	3
Cc1sc2ncnc(NC(C)C(=O)O)c2c1C (stereo unspecified)	13	-12	1	-6	-3	0.7	-3	4	9
Cc1c(OCc2ccccc2)cccc1OCc1ccccc1	2	-4	-3	9	1	1.1	-38	-40	17
CCN(CC)c1ccc(NC(=O)/C=C/c2cc(Br)ccc2OC)cc1	-11	-16	12	25	15	-1.8	9	45	22
Cc1ccc(-n2c(=O)c3cc4c(=O)n(-c5ccc(C)c(C)c5)c(=O)c4c(C(=O)c4ccc(C(=O)O)cc4)c3c2=O)cc1C	26	-8	-8	3	-3	2.9	-1	7	41
Cc1nc(SCC(=O)NCCc2ccccc2)n[nH]1	15	12	-5	2	-1	-0.3	-1	10	-27
CCOC(=O)C1=C(N)Oc2cc(C)n(C)c(=O)c2C1c1ccncc1 (stereo unspecified)	-15	-35	-7	-6	0	-0.5	-6	14	-2
COC(=O)c1ccncc1C(=O)Nc1ccc(OC)cc1	7	-9	-6	-6	2	-0.1	3	15	-1
O=C(Cn1nc(Cl)nc1Cl)Nc1ccccc1	10	1	-1	-12	-2	-0.4	0	-23	9
Cn1c(SCC(=O)N/N=C/C=C\c2ccco2)nc2ccccc21	-5	-2	9	4	-2	-0.4	8	-8	21
CCN(CC)CCN(C(=O)c1ccc([N+](=O)[O-])cc1)c1nc2c(OC)cccc2s1	1	9	1	-8	-1	-0.5	11	-17	-5
O=C(NCc1cccs1)c1ccc([N+](=O)[O-])cc1Cl	-14	0	-11	-6	1	4.4	-18	16	-5
O=C(O)CSC1=NC(=Nc2cccc(Cl)c2)C2(CCCCC2)N1c1ccccc1	-19	-3	1	-10	1	1.7	-6	3	-8
CC(C)N(Cc1ccccc1)C(=O)CN1C(=O)COc2ccc(S(=O)(=O)N3CCCCCC3)cc21	-15	-1	21	22	-3	0.5	2	9	22
CCCNC(=O)CSc1ccc(S(=O)(=O)N2CCCCC2)cn1	8	18	8	-4	-3	-0.1	-1	15	10
COc1cccc(N(CC(=O)NC2CCCC2)C(=O)CCC(=O)Nc2cc(C)on2)c1	10	8	-7	-1	1	-3.7	-6	11	11
CCN(CC)c1ccc(C(=O)NNC(=O)CN2C(=O)NC(C)(c3ccccc3)C2=O)cc1 (stereo unspecified)	8	-6	-7	7	-2	-1.3	0	20	0
COC(=O)c1ccc2nc(NC(=O)CN3C(=O)CCC3=O)sc2c1	-11	-23	-4	-4	2	0.2	-4	10	-6
SMILES	697 NFkB inh	Jurkat NFkB inh	CXCR6 inh	EBI2 block	XBP1 UPR activ	UPR CHOP act	Gli-Sufu antag	Mdm2-MdmX inh	CCR6 antag
O=C(C1CCOCC1)N1CCCC(N2CCN(c3ccc(F)cc3)CC2)C1 (stereo unspecified)	-4	-2	-1	8	-3	2.3	-1	10	2
O=C(NC1CCCC1)c1cc(-c2cccc(Cl)c2)on1	-58	-82	-10	-3	1	7.8	20	-51	-4
O=C(CN1C(=O)NC2(CCc3ccccc3C2)C1=O)Nc1ccc(F)cc1 (stereo unspecified)	-9	-2	4	-1	-2	0.8	-8	9	2
Cc1cc(NC(=O)CSCC(=O)Nc2cc(C(F)(F)F)ccc2N2CCOCC2)no1	3	4	5	-2	0	0.0	2	-9	1
Cc1c(C)n2c(SCC(=O)N3CCN(c4ccccc4)CC3)nnc2[nH]c1=O	1	1	-1	-6	-3	0.2	3	2	5
COc1cc(OC)cc(-c2c(-c3cccs3)c3cc(-c4ccc(OC)c(F)c4)ccc3n2C)c1	-3	-5	-9	4	0	-0.1	12	30	10
CCCCc1ccc(S(=O)(=O)Nc2ccc(C)c(NS(C)(=O)=O)c2)cc1	-22	1	-1	1	-1	-0.7	5	-9	1

13 entries from above, with two lines to a compound:
Each structure is followed by: 697 NFkB inh, Jurkat NFkB inh, CXCR6 inh, EBI2 block, XBP1 UPR activ, UPR CHOP act, Gli-Sufu antag, Mdm2-MdmX inh, CCR6 antag
O=C(O)CSC1=NC(=Nc2cccc(Cl)c2)C2(CCCCC2)N1c1ccccc1
 : -19, -3, 1, -10, 1, 1.7, -6, 3, -8
CC(C)N(Cc1ccccc1)C(=O)CN1C(=O)COc2ccc(S(=O)(=O)N3CCCCCC3)cc21
 : -15, -1, 21, 22, -3, 0.5, 2, 9, 22
CCCNC(=O)CSc1ccc(S(=O)(=O)N2CCCCC2)cn1
 : 8, 18, 8, -4, -3, -0.1, -1, 15, 10
COc1cccc(N(CC(=O)NC2CCCC2)C(=O)CCC(=O)Nc2cc(C)on2)c1
 : 10, 8, -7, -1, 1, -3.7, -6, 11, 11
CCN(CC)c1ccc(C(=O)NNC(=O)CN2C(=O)NC(C)(c3ccccc3)C2=O)cc1 (stereo unspecified)
 : 8, -6, -7, 7, -2, -1.3, 0, 20, 0
COC(=O)c1ccc2nc(NC(=O)CN3C(=O)CCC3=O)sc2c1
 : -11, -23, -4, -4, 2, 0.2, -4, 10, -6
O=C(C1CCOCC1)N1CCCC(N2CCN(c3ccc(F)cc3)CC2)C1 (stereo unspecified)
 : -4, -2, -1, 8, -3, 2.3, -1, 10, 2
O=C(NC1CCCC1)c1cc(-c2cccc(Cl)c2)on1
 : -58, -82, -10, -3, 1, 7.8, 20, -51, -4
O=C(CN1C(=O)NC2(CCc3ccccc3C2)C1=O)Nc1ccc(F)cc1 (stereo unspecified)
 : -9, -2, 4, -1, -2, 0.8, -8, 9, 2
Cc1cc(NC(=O)CSCC(=O)Nc2cc(C(F)(F)F)ccc2N2CCOCC2)no1
 : 3, 4, 5, -2, 0, 0.0, 2, -9, 1
Cc1c(C)n2c(SCC(=O)N3CCN(c4ccccc4)CC3)nnc2[nH]c1=O
 : 1, 1, -1, -6, -3, 0.2, 3, 2, 5
COc1cc(OC)cc(-c2c(-c3cccs3)c3cc(-c4ccc(OC)c(F)c4)ccc3n2C)c1
 : -3, -5, -9, 4, 0, -0.1, 12, 30, 10
CCCCc1ccc(S(=O)(=O)Nc2ccc(C)c(NS(C)(=O)=O)c2)cc1
 : -22, 1, -1, 1, -1, -0.7, 5, -9, 1
